Screens: PubChem BioAssay, National Center for Advancing Translational Sciences (NCATS)
D2 ag: agonists of human D2 dopamine receptor. AID 485358. P14416. activation, % at 2 µM. 340,000 compounds, 0.53% hits. HEK293 T-REx D2 cells, calcium flux agonist mode;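 active = activation over 3 SD above normal in the single-dose calcium agonist read, cut at about 30% in these data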; also: 0% is about no effect
Target sequence (P14416 whole entry, looked up): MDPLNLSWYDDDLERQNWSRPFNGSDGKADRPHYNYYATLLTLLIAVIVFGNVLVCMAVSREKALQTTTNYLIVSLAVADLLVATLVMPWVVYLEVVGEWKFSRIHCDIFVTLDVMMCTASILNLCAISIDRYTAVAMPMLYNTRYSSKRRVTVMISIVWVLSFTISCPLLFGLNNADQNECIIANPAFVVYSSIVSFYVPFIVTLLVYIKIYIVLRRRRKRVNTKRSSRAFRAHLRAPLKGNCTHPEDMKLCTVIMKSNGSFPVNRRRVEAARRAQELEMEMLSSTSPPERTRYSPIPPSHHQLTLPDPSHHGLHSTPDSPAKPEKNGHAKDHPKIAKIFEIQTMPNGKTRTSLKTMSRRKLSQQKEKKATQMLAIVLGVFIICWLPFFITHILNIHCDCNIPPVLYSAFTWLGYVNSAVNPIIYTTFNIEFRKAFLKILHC
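Agonism scored from kinetic calcium signal (1 read/sec, 180 s) following compound pin transfer, after a 10 s baseline. Cells: HEK293 Trex line expressing inducible D2 receptor coupled to calcium, dye-loaded after overnight culture at 30 C.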
TrxR1 inh: blocks rat thioredoxin reductase 1; recombinant rTrxR1, NADPH fluorescence consumption, selenite substrate; Potency, µM (titrated, usually from 114 µM), inactives show at the highest dose activity change, negative = inhibition, hits mostly inhibitors; AID 588453; 390,000 compounds, 1% hits; also: potency is read from the fitted curve at half-maximal effect; % is scaled to controls: 0 for no effect and ±100 for the full control effect; nearly all actives have a fitted effect of over 65% in size
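Rat TrxR1 (90 nM in the dispensed reagent) was pre-reduced with 400 uM NADPH for 5 min at room temperature, then incubated with compound for 15 min. After 400 uM selenite was added, NADPH fluorescence (Ex 340/Em 450 nm) was followed for 8 min.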
TRHR PAM: allosterically enhances the human TRH receptor. P34981. TRHR cells, fluo-8 calcium fluorescence, EC20 TRH enhancement. enhancement, % at 2 µM. 360,000 compounds, 0.66% hits; in the data active = enhancement above about 30%; also: 0% is about no effect
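TRHR-expressing cells loaded with fluo-8 calcium dye were read kinetically (ex 480/em 530) during compound addition, then stimulated with an EC20 of TRH (10 nM final). Enhancement of the Gq-mediated intracellular calcium response was scored.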
TrxR1 substrate: substrates of rat thioredoxin reductase 1 | purified TrxR1 substrate turnover, NADPH consumption readout | Potency, µM (doses to about 114 µM), inactives show at the highest dose activity change, negative = substrate turnover | 390,000 compounds, 0.01% hits | AID 588456; also: potency is read from the fitted curve at half-maximal effect; % is scaled to controls: 0 for no effect and ±100 for the full control effect; nearly all actives have a fitted effect of over 50% in size
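Rat TrxR1, dispensed at 90 nM, was prereduced with 400 uM NADPH (final) for 5 min at ~22 deg C, then incubated with compound 15 min before 400 uM selenite. A first-read NADPH fluorescence drop versus no-compound background flagged substrates.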
TRHR ag: TRH receptor (human) agonism; 360,000 compounds, 0.18% hits; AID 493084; TRHR cells, calcium flux fluo-8, FDSS agonist mode; activation, % at 2 µM; in the data active = activation above about 30%; also: 0% is about no effect
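In this calcium-flux screen, cells bearing human TRHR are dye-loaded with fluo-8, baselined for 10 cycles, then exposed to library compounds; positive kinetic calcium responses during the agonist phase mark hits, with TRH as control.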
D2 antag: antagonizes the human D2 dopamine receptor; P14416; HEK293 TREx D2 cells, calcium flux, dopamine EC80; inhibition, % at 10 µM; 340,000 compounds, 2% hits; in the data active = inhibition above about 30%; also: 0% is about no effect
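Tetracycline-induced HEK293 TREx cells expressing D2 receptor forced-coupled to calcium signalling, loaded with no-wash calcium dye. Compounds added and calcium flux read 180 s, then dopamine added at EC80 and read a further 180 s.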
IDH1 R132H inh: blocks human mutant IDH1 R132H enzyme; IDH1-R132H enzyme, NADPH consumption, diaphorase/resazurin fluorescence; 390,000 compounds, 0.093% hits; O75874; Potency, µM (top dose mostly 76.6 µM), inactives show at the top dose activity change, negative = inhibition, actives largely listed as inhibitors; also: potency is read from the fitted curve at half-maximal effect; % is scaled to controls: 0 for no effect and ±100 for the full control effect; nearly all actives have a fitted effect of over 65% in size
Target sequence (O75874 whole entry R132H, stated change not applied): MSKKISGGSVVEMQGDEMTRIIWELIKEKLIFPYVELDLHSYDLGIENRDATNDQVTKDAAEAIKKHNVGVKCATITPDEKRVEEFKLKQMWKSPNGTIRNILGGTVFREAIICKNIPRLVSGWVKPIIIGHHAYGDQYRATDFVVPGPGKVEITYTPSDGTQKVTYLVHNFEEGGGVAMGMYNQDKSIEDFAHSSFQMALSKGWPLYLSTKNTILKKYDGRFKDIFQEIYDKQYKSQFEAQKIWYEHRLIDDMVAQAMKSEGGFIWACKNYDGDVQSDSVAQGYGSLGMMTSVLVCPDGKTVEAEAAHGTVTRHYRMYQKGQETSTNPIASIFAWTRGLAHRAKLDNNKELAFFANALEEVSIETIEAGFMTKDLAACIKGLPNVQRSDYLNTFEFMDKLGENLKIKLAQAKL
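IDH1-R132H (0.5 ug/mL dispensed) in pH 7.5 Tris buffer was preincubated 30 min with compound, then given a substrate mix of 0.016 mM NADPH and 2 mM alpha-KG for 80 min at room temperature; remaining NADPH was read by diaphorase/resazurin fluorescence.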
USP1 inh: blocks the human USP1/UAF1 deubiquitinase complex. recombinant USP1/UAF1, Ub-Rhodamine cleavage fluorescence. 390,000 compounds, 0.23% hits. O94782. Potency, µM (doses to about 57.1 µM), for the others: top-dose activity change, negative = inhibition, hits mostly inhibitors; also: potency is read from the fitted curve at half-maximal effect; % is scaled to controls: 0 for no effect and ±100 for the full control effect; nearly all actives have a fitted effect of over 60% in size; inactives centre near -12
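1 nM enzyme complex + cpd, 15 min RT; start with Ub-Rho 150nM final; kinetic fluorescence ex 480/em 540, 6 reads q60 s. Buffer 50mM HEPES pH 7.8, 0.5mM EDTA, 0.1 mg/ml BSA, 1mM TCEP, 0.01% Tween-20.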
Pin1 inhibitor: human Pin1 inhibition. Pin1 FP peptide displacement, HiFluor488, 10 min. Potency, µM (highest dose often 115 µM), without a hit: at the highest dose activity, negative = inhibition, actives largely listed as inhibitors. 390,000 compounds, 0.009% hits. Q13526; active = well fitted inhibition curve with a large enough effect in the polarisation, with a control signal flat, not every such curve was filed as active; inconclusive = small, poorly fitted or top-dose-only effect, or effect the other way, or a change in a side signal; inactive = no such curve, though single readings can be large or run the other way; the % refers to the polarisation; also: potency is read from the fitted curve at half-maximal effect; % is scaled to controls: 0 for no effect and ±100 for the full control effect
Target sequence (Q13526 whole entry, looked up): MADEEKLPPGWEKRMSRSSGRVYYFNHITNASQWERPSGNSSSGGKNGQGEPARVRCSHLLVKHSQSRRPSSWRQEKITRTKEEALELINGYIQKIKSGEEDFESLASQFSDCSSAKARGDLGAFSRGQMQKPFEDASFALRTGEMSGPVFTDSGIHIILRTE
* marks the source's active call; other numbers are inactive results; u = inconclusive; x = no result given; [ ] = another dose, or the depositor's remark. Unless noted, calls follow the shape of the dose curve; as a rule, active = well fitted inhibition curve with a large enough effect; inconclusive = small, poorly fitted or top-dose-only effect; inactive = no such curve, though single readings can be large or run the other way. These rows are one share of the data. The share of hits here may be higher or lower than overall.

| No. | molecule | D2 ag | TrxR1 inh | TRHR PAM | TrxR1 substrate | TRHR ag | D2 antag | IDH1 R132H inh | USP1 inh | Pin1 inhibitor |
| --- | --- | --- | --- | --- | --- | --- | --- | --- | --- | --- |
| 1 | Cc1nc2ccccn2c1C(=O)NN=C1CCN(C)CC1 | 0.0 | 26% | -3 | 5% | 0.3 | 14 | 2% | -21% | 4% |
| 2 | Fc1ccc(-n2ncc3c(Nc4ccc5c(c4)OCCO5)ncnc32)cc1 | -0.1 | 6%[57.1 µM] | 0 | 5%[57.1 µM] | 0.2 | x | 37%[activator] | u | u |
| 3 | Cc1nn(C(C)C(=O)N2CCN(c3ccc(Cl)cc3)CC2)c(=O)c2cc3occc3n12 (stereo not drawn) | 0.2 | -4% | -7 | -1% | 0.0 | x | 3% | -7% | 0% |
| 4 | COc1cccc(CNC(=O)C2CCCN(c3ncnc4c3nc3n4CCCCC3)C2)c1 (stereo not drawn) | -0.1 | 19% | 4 | -6% | -0.7 | -15 | 13% | -24% | -1% |
| 5 | CC(=O)c1ccc(OCc2cc(C(=O)N(C)Cc3ccon3)no2)cc1 | -1.8 | 3% | 1 | -4% | 0.0 | -3 | 1% | 0% | 0% |
| 6 | COc1ccc(-n2c(C)c(C(C)=O)c3cc(OC(C)=O)ccc32)cc1 | -0.1 | 6% | -2 | -6% | -0.1 | -5 | 0% | -2% | 4% |
| 7 | Cc1ccc(-n2c(C)nnc2SCC(=O)N2CCOCC2)cc1 | 1.8 | u | 3 | -1% | 1.2 | 8 | -1% | -9% | -10% |
| 8 | CCOc1ccc(CCNC(=O)C2CCN(C(=O)N3CC(CC)Oc4ccc(C)cc43)CC2)cc1 (stereo not drawn) | 1.9 | 8% | -1 | -7% | 0.2 | x | 3% | -23% | -8% |
| 9 | Cc1nsc2c1ccc1ccccc12 | -0.7 | 9%[57.1 µM] | -5 | 0%[57.1 µM] | -0.1 | 10 | 17% | -1% | -7% |
| 10 | COc1ccc(-c2cc(C(=O)NC3CCCCC3)no2)cc1OC | 0.4 | 1% | 2 | -4% | 0.9 | -7 | -15% | -10% | 1% |
| 11 | Clc1ccc(-c2nnc(CSc3nnc(-c4cccs4)n3Cc3ccccc3)o2)cc1 | -1.1 | 27% | -4 | -6% | -1.2 | 1 | -2% | 0% | 7% |
| 12 | CC1CCCCN1CCCNC(=O)c1ccc2c(=O)n(CCc3ccccc3)c(=O)[nH]c2c1 (stereo not drawn) | 0.0 | u | -3 | -4% | 0.4 | 11 | -1% | -17% | 8% |
| 13 | Cc1nn(-c2ccccc2)c(Cl)c1C(=O)N(C)c1nc(-c2ccc(F)cc2)cs1 | -0.1 | x | -3 | x | 0.1 | -10 | x | x | x |
| 14 | COc1ccc(N(CC(=O)NC2CCCC2)C(=O)c2csnn2)cc1 | -0.8 | 13% | 7 | 6% | -0.1 | -5 | 4% | -12% | -3% |
| 15 | O=C(NC(=S)NC1CCS(=O)(=O)C1)c1ccccc1 (stereo not drawn) | -1.0 | 17% | 2 | 5% | 0.2 | -3 | 0% | -19% | -1% |
| 16 | CC(C)(C)NC(=O)NC(=O)COC(=O)c1ccco1 | 0.7 | -8% | 10 | -9% | -0.7 | -3 | 1% | 0% | 0% |
| 17 | Cc1ccc2cc(C)c3nnc(SCC(=O)Nc4nc5c(s4)CCCC5)n3c2c1 | 0.3 | x | 6 | x | -0.1 | 1 | x | x | x |
| 18 | CCOC(=O)CSC1=NC(=O)/C(=C\c2ccc(OC(C)=O)cc2)S1 | x | 8.9µM* | x | -8% | x | x | -15% | 6% | 9% |
| 19 | Cn1cccc1Cc1nnc(SCC(=O)NCC2CCCO2)n1-c1ccc(F)cc1 (stereo not drawn) | 0.2 | 30% | -1 | 6% | 0.3 | 0 | -1% | -22% | -2% |
| 20 | C=CCOC(=O)C1=C[C@@H](c2ccc(C(F)(F)F)cc2)[C@H](CCCO)[C@@H](OCC)O1 | -0.1 | 0% | -7 | -9% | 0.4 | -2 | 10% | u | -9% |
| 21 | COc1ccc(CNC(=O)CSc2ncn[nH]2)cc1 | 0.8 | 14% | -7 | 11% | -0.4 | 21 | 10% | -21% | -1% |
| 22 | Nc1nonc1-n1nnc(C(=O)N/N=C/c2cccc(Cl)c2)c1CN1CCCCCC1 | x | 26% | x | 9% | x | x | 7% | -21% | 2% |
| 23 | O=C(CSc1nnc(C2COc3ccccc3O2)o1)N1CCN(c2ccccc2)CC1 (stereo not drawn) | 0.0 | 17% | -9 | 5% | 0.5 | -9 | -4% | -23% | -1% |
| 24 | Cc1cccc(N(C)c2nc3ccc(C)cc3n3nnnc23)c1 | 3.3 | 25% | 0 | 10% | -0.1 | x | 0% | -9% | 19% |
| 25 | C=CCNC(=O)c1cc2cccc(OC)c2oc1=O | 0.9 | 10%[57.1 µM] | 6 | 5%[57.1 µM] | -0.1 | 2 | 5% | -10% | -2% |
| 26 | CCOC(=O)c1cc(-c2ccc(OC)cc2F)nc2c1c(C)nn2CCC#N | 0.3 | 72%[activator][57.1 µM] | -4 | 101%[activator][57.1 µM] | 0.9 | -5 | 5% | -9% | -1% |
| 27 | CCC1CO/C(=C(\C(Cl)=C(Cl)Cl)[N+](=O)[O-])N1 (stereo not drawn) | 0.0 | 16µM* | 4 | 4% | 0.3 | 2 | -1% | -11% | u |
| 28 | Cc1ccc(NC(=O)CSc2nnc(-c3ccccn3)n2N)cc1F | -0.7 | 7%[57.1 µM] | 4 | 6%[57.1 µM] | -0.6 | -6 | 3% | -9% | 6% |
| 29 | O=C(CCC1COc2ccccc2O1)N1CCCC1 (stereo not drawn) | -0.1 | -6% | 4 | -6% | 0.0 | 10 | 1% | 5% | 2% |
| 30 | NC(=O)CC(NC(=O)Cc1ccc(Br)cc1)c1ccc(NCCc2cccc(F)c2)c([N+](=O)[O-])c1 (stereo not drawn) | 1.0 | 22% | 5 | 5% | 1.1 | -14 | -10% | -31% | u |

One compound at a time (already shown). Order of screens: D2 ag, TrxR1 inh, TRHR PAM, TrxR1 substrate, TRHR ag, D2 antag, IDH1 R132H inh, USP1 inh, Pin1 inhibitor
Cc1ccc(NC(=O)CSc2nnc(-c3ccccn3)n2N)cc1F is listed with -0.7, 7%[57.1 µM], 4, 6%[57.1 µM], -0.6, -6, 3%, -9%, 6%
CCC1CO/C(=C(\C(Cl)=C(Cl)Cl)[N+](=O)[O-])N1 (stereo not drawn) is listed with 0.0, 16µM*, 4, 4%, 0.3, 2, -1%, -11%, u

Other results follow.
| No. | molecule | D2 ag | TrxR1 inh | TRHR PAM | TrxR1 substrate | TRHR ag | D2 antag | IDH1 R132H inh | USP1 inh | Pin1 inhibitor |
| --- | --- | --- | --- | --- | --- | --- | --- | --- | --- | --- |
| 31 | CCOCCc1nnc(NC(=O)c2cccc(F)c2)s1 | -0.8 | 13%[57.1 µM] | -5 | 8%[57.1 µM] | 0.4 | -27 | 5% | -14% | -1% |
| 32 | CC(C)(C)C(=O)Cn1ncc(Cl)c(Cl)c1=O | x | u | 32* | -1% | 0.4 | x | -4% | 4% | 1% |
| 33 | COc1ccc(C(NC(N)=O)c2ccccc2)cc1 (stereo not drawn) | 1.3 | 22% | 18 | 8% | 0.3 | -14 | -4% | -12% | -6% |
| 34 | CC1CCCN(S(=O)(=O)c2ccc(C(=O)Nc3nnc(-c4ccccn4)o3)cc2)C1 (stereo not drawn) | 0.1 | 1% | -6 | -8% | -1.9 | 35* | -6% | -6% | 0% |
| 35 | CCn1c(Cn2nnc(-c3ccccc3)n2)nnc1SCC(=O)Nc1ccc(N(C)C)cc1 | 0.5 | u | -1 | 9% | -0.5 | 3 | 5% | 4% | -5% |
| 36 | Cc1c(OCC(=O)N2CCC(C(N)=O)CC2)ccc2c3c(c(=O)oc12)CCC3 | 0.4 | -7% | 0 | 54%[activator] | 0.3 | -2 | -3% | 5% | 1% |
| 37 | O=C(O)CCCN1C(=O)C2C3C=CC(C2C1=O)C1C(=O)N(CCCC(=O)O)C(=O)C31 (stereo not drawn) | 0.3 | 4%[57.1 µM] | 24 | 5%[57.1 µM] | 0.2 | -13 | 7% | -12% | -2% |
| 38 | O=S(=O)(NCc1nc2cccnc2n1Cc1ccc(F)cc1)c1ccc2c(c1)CCCC2 | 0.4 | 11%[57.1 µM] | 14 | 1%[57.1 µM] | -0.4 | x | -4% | -13% | -3% |
| 39 | COc1ccc(C2OCC(C)(C)CO2)cc1OC | x | 8%[57.1 µM] | x | 10%[57.1 µM] | x | x | 9% | -4% | 2% |

4 entries from above, with two lines to a compound.
Under each structure – D2 ag	TrxR1 inh	TRHR PAM	TrxR1 substrate	TRHR ag	D2 antag	IDH1 R132H inh	USP1 inh	Pin1 inhibitor
#39 COc1ccc(C2OCC(C)(C)CO2)cc1OC
 : x	8%[57.1 µM]	x	10%[57.1 µM]	x	x	9%	-4%	2%
#31 CCOCCc1nnc(NC(=O)c2cccc(F)c2)s1
 : -0.8	13%[57.1 µM]	-5	8%[57.1 µM]	0.4	-27	5%	-14%	-1%
#33 COc1ccc(C(NC(N)=O)c2ccccc2)cc1 (stereo not drawn)
 : 1.3	22%	18	8%	0.3	-14	-4%	-12%	-6%
#35 CCn1c(Cn2nnc(-c3ccccc3)n2)nnc1SCC(=O)Nc1ccc(N(C)C)cc1
 : 0.5	u	-1	9%	-0.5	3	5%	4%	-5%

Records above that bear a hit mark in TrxR1 inh.
no. | molecule | TrxR1 inh | TRHR PAM | TrxR1 substrate | TRHR ag | D2 antag | IDH1 R132H inh | USP1 inh | Pin1 inhibitor
18 | CCOC(=O)CSC1=NC(=O)/C(=C\c2ccc(OC(C)=O)cc2)S1 | 8.9µM* | x | -8% | x | x | -15% | 6% | 9%
27 | CCC1CO/C(=C(\C(Cl)=C(Cl)Cl)[N+](=O)[O-])N1 (stereo not drawn) | 16µM* | 4 | 4% | 0.3 | 2 | -1% | -11% | u
